Assay outcomes: PubChem, The Scripps Research Institute Molecular Screening Center
TEAD-YAP block – TEAD-YAP interaction inhibition; 640,000 tested, 1.4% active; HEK-TIYL cells, TEAD-Gal4/YAP UAS-luciferase luminescence; AID 1259422; inhibition, % at 9.12 µM; in the data active means inhibition above about 32%;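 further: 0% = median of test compound wells and 100% = reference inhibitor wells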
FBW7 activator – human FBW7 E3 ligase activation, primary screen. Q969H0. AlphaScreen FBW7–phospho-cyclin E peptide binding, activator screen. normalized activity (activation), % at 26.1 µM. 650,000 tested, 0.13% active. AID 1259310; in the data active means normalized activity above about 1.9%;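 further: purified mutant Fbw7 with reduced substrate affinity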
Target sequence (Q969H0 whole entry, looked up): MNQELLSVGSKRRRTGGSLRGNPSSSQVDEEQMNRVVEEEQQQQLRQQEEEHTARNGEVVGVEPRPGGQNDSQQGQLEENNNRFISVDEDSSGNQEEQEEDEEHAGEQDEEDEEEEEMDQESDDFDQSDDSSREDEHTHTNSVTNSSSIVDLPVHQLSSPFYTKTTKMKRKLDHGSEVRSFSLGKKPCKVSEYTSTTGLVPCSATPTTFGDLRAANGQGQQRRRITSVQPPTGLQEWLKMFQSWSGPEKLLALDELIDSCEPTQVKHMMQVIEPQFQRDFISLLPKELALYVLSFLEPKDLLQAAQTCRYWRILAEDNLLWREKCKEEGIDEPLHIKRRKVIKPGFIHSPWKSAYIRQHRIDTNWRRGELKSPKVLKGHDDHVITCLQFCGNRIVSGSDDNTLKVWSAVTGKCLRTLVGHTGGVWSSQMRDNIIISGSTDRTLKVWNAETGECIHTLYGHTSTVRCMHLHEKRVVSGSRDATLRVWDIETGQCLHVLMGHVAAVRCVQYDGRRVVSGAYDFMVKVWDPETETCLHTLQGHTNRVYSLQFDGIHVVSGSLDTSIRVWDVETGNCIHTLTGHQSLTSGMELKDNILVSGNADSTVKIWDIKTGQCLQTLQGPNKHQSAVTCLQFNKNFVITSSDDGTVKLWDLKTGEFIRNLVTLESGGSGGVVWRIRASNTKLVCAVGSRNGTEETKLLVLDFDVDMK
MITF primary – inhibitors of human MITF; AlphaScreen MITF homodimerization, bead proximity signal; inhibition, % at 2.6 µM; 650,000 tested, 0.91% active; in the data active means inhibition above about 50%;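 further: 0% = vehicle wells with protein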
GPR151 ag – activators of human GPR151; Q8TDV0; PathHunter beta-arrestin GPR151 cells, luminescence; 650,000 tested, 1% active; activation, % at 11.2 µM; in the data active means activation above about 4.9%;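 further: 0% = median of compound wells and 100% = cells with positive control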
Active calls of the source: *; . = no result given.

Screens in order: TEAD-YAP block	FBW7 activator	MITF primary	GPR151 ag
- C=CCN1C(=O)C(CC(=O)Nc2ccc(OC)cc2)N(Cc2ccc(OC)cc2)C1=S (stereo not given)
 : -6	0.0	8	-0.7
- COCCNC(=S)NCCCNc1nc2ccc(OC)cc2cc1C#N
 : -11	0.1	1	1.3
- CCCn1c(SCc2nc3ccc([N+](=O)[O-])cc3[nH]2)nc2ccccc21
 : -3	0.0	-1	0.1
- Cc1cc(C)cc(N=C2NC(=O)/C(=C/c3ccccc3C)S2)c1
 : 3	0.1	8	-0.9
- CC[C@@H](Cn1nc(-c2ccc(F)c(F)c2)ccc1=O)NC(=O)Cc1ccccc1OC
 : 5	-0.1	10	0.4
- Cc1onc(-c2c(Cl)cccc2Cl)c1C(=O)Nc1ccc([N+](=O)[O-])cc1
 : -14	-0.1	-5	0.8
- COc1cc2c(cc1OC)CN(CCC(c1ccccc1)c1ccccc1)CC2
 : -6	-0.5	-3	-0.6
- CCOC(=O)C#CCN1C(=O)c2ccccc2C1=O
 : -8	0.1	6	-0.7
- CCc1ccccc1NC(=O)CSC1=C(C#N)C(c2cc(OC)c(OC)c(OC)c2)C(C(=O)OC)C(=O)N1 (stereo not given)
 : -9	-0.2	3	-0.4
- CC(=O)C1=C(O)C(=O)N(CCN2CCOCC2)C1c1cccc(F)c1 (stereo not given)
 : 4	0.0	8	1.3
- CC(C)c1ccc(/C=C/C(=O)Nc2ccc(C(N)=O)cc2)cc1
 : -8	-0.1	-10	2.9
- OCCCCC1c2ccccc2-c2ncccc21 (stereo not given)
 : -12	-0.1	-5	-1.2
- N#Cc1ccc(Cl)cc1NC(=O)COC(=O)C1COc2ccccc2O1 (stereo not given)
 : 4	-0.1	-7	1.7
- O=C(NCc1ccccc1F)C1CCN(C(=O)N2CCOc3ccc(Cl)cc32)CC1
 : -7	-0.3	-1	-2.2
- Cn1c(=O)cc(N2CCC3(CC2)OCCO3)[nH]c1=O
 : -4	0.0	2	-0.9
- COc1cc(C(=O)OCC(=O)C(C)(C)C)c([N+](=O)[O-])cc1OC
 : 3	0.1	12	-1.1
- COc1ccccc1NC(=O)C1CC(=O)OC12CCOC(C)(C)C2 (stereo not given)
 : -19	0.2	-4	6.5*
- Fc1ccc(Cn2nnnc2CN2CCN(C3CCCCC3)CC2)cc1
 : 9	0.1	2	0.8
- O=C(O)c1cc(NC(=O)c2ccc(Br)cc2)cc(C(=O)O)c1
 : 3	-0.2	-2	-0.8
- O=C(Nc1ccc(I)cc1)c1ccccc1I
 : -56	0.2	3	-0.9
- CCOC(=O)CCN1C(=O)[C@H]2[C@H]3[C@H](O)[C@H](O)C/C(=N\OCc4ccccc4)[C@@H]3CC[C@H]2C1=O
 : .	-0.1	-9	-0.2
- Clc1ccc(/C=N/Nc2nccs2)c(Cl)c1
 : -2	0.0	-4	-1.0
- COCCNC(=S)Nc1cccc(F)c1
 : -8	0.2	11	3.8
- Cc1ccccc1NCC(=O)N/N=C/c1ccc(O)cc1
 : 1	0.1	-10	-1.3
- Brc1ccc(Nc2nc3ccccc3n3cnnc23)nc1
 : 2	0.3	16	0.0
- O=C1NC(=S)N/C1=C/c1cccc(F)c1
 : -1	-0.2	-11	2.4
- COc1cc(C(Nc2ccccn2)c2ccc3ccc(C)nc3c2O)cc(OC)c1O (stereo not given)
 : 33*	-0.3	19	-0.5
- CCOC(=O)c1sc2ncn(CC#N)c(=O)c2c1C
 : -1	0.2	0	-1.9
- Cc1cccc2sc(NC(=O)c3cc4nc(-c5ccc(Cl)cc5)cc(C(F)(F)F)n4n3)nc12
 : 12	-0.1	2	-0.4
- CCCCn1c(=O)c2ccccc2n(Cc2nc(-c3ccc(Cl)c(F)c3)no2)c1=O
 : 3	0.0	-4	0.3

A second format for part of the listing above:
SMILES,TEAD-YAP block,FBW7 activator,MITF primary,GPR151 ag
COc1ccccc1NC(=O)C1CC(=O)OC12CCOC(C)(C)C2 (stereo not given),-19,0.2,-4,6.5*
CCOC(=O)CCN1C(=O)[C@H]2[C@H]3[C@H](O)[C@H](O)C/C(=N\OCc4ccccc4)[C@@H]3CC[C@H]2C1=O,.,-0.1,-9,-0.2
Cc1cccc2sc(NC(=O)c3cc4nc(-c5ccc(Cl)cc5)cc(C(F)(F)F)n4n3)nc12,12,-0.1,2,-0.4
O=C(O)c1cc(NC(=O)c2ccc(Br)cc2)cc(C(=O)O)c1,3,-0.2,-2,-0.8
Brc1ccc(Nc2nc3ccccc3n3cnnc23)nc1,2,0.3,16,0.0
COCCNC(=S)Nc1cccc(F)c1,-8,0.2,11,3.8
O=C(Nc1ccc(I)cc1)c1ccccc1I,-56,0.2,3,-0.9

Back to the main list, starting two compounds before the break.
Screens in order: TEAD-YAP block	FBW7 activator	MITF primary	GPR151 ag
- Cc1cccc2sc(NC(=O)c3cc4nc(-c5ccc(Cl)cc5)cc(C(F)(F)F)n4n3)nc12
 : 12	-0.1	2	-0.4
- CCCCn1c(=O)c2ccccc2n(Cc2nc(-c3ccc(Cl)c(F)c3)no2)c1=O
 : 3	0.0	-4	0.3
- CCNC(=S)Nc1ccc(I)cc1
 : -7	0.0	-6	-1.5
- COC(=O)C(C(C)=O)C(c1ccccc1)C(C(=O)OC)C(=O)OC (stereo not given)
 : 7	0.1	10	0.0
- Cc1nc2cc(C(=O)NC3CCCC(C)C3C)ccc2n1-c1ccc(Br)cc1 (stereo not given)
 : -1	-0.1	-6	-0.1
- CCCCCC1CCC(C(=O)Oc2ccc(C#N)cc2)CC1 (stereo not given)
 : 1	0.0	20	0.8
- O=C(NCCN1CCCC1)c1ccccc1Br
 : -3	-0.3	1	1.0
- Cc1ccc(NC(=O)CSC2=C(C#N)C(c3ccccc3)CC(=O)N2)c(C)c1 (stereo not given)
 : 1	0.5	14	1.8
- O=C1c2cccc3cccc(c23)C(=O)N1CC1CCN(CC(O)COc2ccccc2F)CC1 (stereo not given)
 : -8	-0.2	0	1.3
- O=C(NCc1cccc(C(F)(F)F)c1)c1csc(Br)n1
 : 8	0.1	0	2.6
- COc1ccc(Oc2ncc(-c3ccc(F)cc3)cn2)cc1
 : -34	0.1	-10	1.8
- CC(C)S(=O)(=O)N1CC[C@@H]2[C@H](CCCN2CCCc2ccccc2)C1
 : 7	-0.1	7	2.8
- COC(=O)C(NC(C)=O)(Nc1sc2c(c1C#N)CCCC2)C(F)(F)F (stereo not given)
 : -8	0.0	-9	2.4
- O=c1c2c3c(sc2nc2c4ccccc4c(N4CCOCC4)nn12)CCC3
 : -4	-0.1	-4	-1.0
- Fc1ccc(Nc2nc3nonc3nc2Nc2ccc(F)cc2)cc1
 : 61*	-0.1	-4	0.2
- Nc1nc(-c2cccc(NS(=O)(=O)c3ccccc3)c2)cs1
 : -1	-0.1	-3	1.5
- CCc1nnc(NCC(=O)N2CCc3ccccc32)s1
 : -3	0.6	-2	-2.5
- O=C(Nc1cccnc1)Oc1ccccc1
 : 9	0.4	4	0.8
- COCCCNC(=O)CN(c1ccccc1OC)S(C)(=O)=O
 : 2	0.0	-2	0.1
- Cc1ccc(C2=NN(S(C)(=O)=O)C(c3ccco3)C2)cc1 (stereo not given)
 : -63	-0.4	40	-6.3
- CCN(CC)S(=O)(=O)c1ccc(OC)c(NC(=O)OCc2ccccc2)c1
 : -1	0.0	6	-0.1
- Cc1cnc(C(=O)OCC(=O)c2cc(C)n(CCc3ccc(F)cc3)c2C)cn1
 : 0	-0.1	2	8.1*
- CCc1cccc(CC)c1N1C(=O)[C@H]2CC[C@H]2C1=O
 : -4	-0.2	-2	-1.7
- O=c1[nH]cnc2c1sc1nc(-c3ccccc3)ccc12
 : -35	-0.1	12	-3.7
- N#Cc1ccccc1CSc1nc2c(sc(=S)n2Cc2ccco2)c(=O)n1-c1ccc(F)cc1
 : 9	-0.1	2	1.7
- Cc1cc(NS(=O)(=O)c2ccc(NC(=O)COc3ccccc3[N+](=O)[O-])cc2)nc(C)n1
 : -6	0.7	17	-1.6
- CC1CCCCC1NC(=O)Cn1ncc2ccccc21 (stereo not given)
 : 3	0.0	-2	1.2
- O=C(Nc1cc(C(=O)Nc2ccccn2)cc(C(=O)Nc2ccccn2)c1)c1ccc([N+](=O)[O-])cc1
 : 14	0.1	19	1.0
- O=C(Nc1ccc(F)cc1)N1CCC(n2nnc3cc(F)ccc32)CC1
 : -15	-0.1	2	-1.1
- CCC(=O)Nc1nnc(SCC(=O)N(CC)CC)s1
 : -4	0.0	-1	-0.1
- Cc1ccc(-c2nc(-c3ccc(Cl)cc3)no2)cc1
 : -32	0.0	-2	-0.6
- CCCCCCN1C(=O)C(=O)/C(=C(\O)c2ccc(C)cc2)C1c1ccc2c(c1)OCO2 (stereo not given)
 : 0	0.0	4	0.3
- COCCNC(=O)CN(c1cc(Cl)ccc1C)S(C)(=O)=O
 : 3	0.5	17	1.7
- Cc1ccc([N+](=O)[O-])c2c3c([nH]c12)C(=NCCO)CCC3
 : -7	0.2	10	-2.1
- O=C(NCc1cccnc1)NC1CC(=O)N(c2ccccc2)C1 (stereo not given)
 : 1	-0.1	-6	2.0
- CCC(C(=O)O/N=C(\N)c1ccncc1)c1ccccc1 (stereo not given)
 : -1	0.0	2	0.9
- C=CCNC(=O)/C(=C\c1ccco1)NC(=O)c1ccccc1Br
 : 6	0.0	2	-0.2
- Nc1nnc(SCC(=O)NCCCCNC(=O)CSc2nnc(N)s2)s1
 : -2	0.0	-1	1.4
- CC(NC(=O)c1ccco1)c1nnc2n1CCN(Cc1c(F)cccc1F)CC2 (stereo not given)
 : 3	0.0	-7	-0.8
- Cc1ccc(C(=O)N/C(=C/c2ccccc2F)C(=O)NN)cc1
 : 8	0.1	-6	1.2
- O=C(O)CCCN1C(=O)C(=O)/C(=C(\O)c2ccc(F)cc2)C1c1cccnc1 (stereo not given)
 : 3	0.1	1	-0.8
- Cc1ccc(CSc2nc3ccsc3c(=O)n2-c2ccc(C)c(C)c2)cc1
 : 5	0.1	10	-1.7
- COc1ccc(-c2cccc(C(=O)NCCO)n2)cc1
 : -4	0.0	-6	2.0
- COc1ccc(C(=O)O)cc1NC(=S)NC(=O)c1cccc(C)c1
 : -5	-0.1	-10	0.9
- CCOC(=O)C1=C(C)N=c2s/c(=C\c3c(-c4ccccc4)[nH]c4c(C)cc(C)cc34)c(=O)n2C1c1ccc2c(c1)OCO2 (stereo not given)
 : 12	0.4	5	-1.0
- CC1(C)CC(=O)C=C(C(=O)NCC2Cc3cccc(-c4cncnc4)c3O2)O1 (stereo not given)
 : 13	-0.1	-2	-1.3
- Cc1nn(C(=O)c2cccs2)c(-c2ccccc2)c1Sc1ccccc1
 : 4	0.1	-16	-1.0
- CCOc1ccccc1N(C)C(=O)c1cn(-c2ccc(Cl)cc2)c(=O)c2ccccc12
 : 12	0.6	16	-0.4
- COc1cc(OC)c(C2NC(=O)NC(C)=C2C(C)=O)cc1OC (stereo not given)
 : 7	0.0	2	0.0
- CCCOc1cccc(C(=O)Nc2cc(-c3nc4cc(C)ccc4o3)ccc2Cl)c1
 : -7	0.0	1	0.1
- OC1(C#Cc2ccccc2)CCCCC1
 : -6	0.2	9	1.0
- COc1ccc(-n2c(=S)[nH]c3cc(C(=O)Nc4ccc(Oc5ccccc5)cc4)ccc3c2=O)cc1
 : -1	0.0	-8	-0.4
- O=C(CCCCCn1c(=S)[nH]c2ccccc2c1=O)NCCc1cnc[nH]1
 : 3	0.2	8	1.8
- O=C(N/N=C\c1c[nH]c2ccccc12)C(F)(F)F
 : 5	0.2	10	0.9
- CCC(Nc1ccc(Br)cc1)C(=O)N/N=C/c1ccc2c(c1)OCO2 (stereo not given)
 : 3	0.1	-4	2.4
- CCC(CO)n1c(=S)[nH]c2ccccc2c1=O (stereo not given)
 : 7	-0.2	7	-0.9
- c1ccc(-c2csc(=Nc3cccnc3)n2CC2CCCO2)cc1 (stereo not given)
 : -8	-0.2	6	1.0
- COc1ccc(NC(=O)C2CC(=O)N(Cc3ccc(Cl)cc3)C(=Nc3ccc(F)cc3)S2)cc1 (stereo not given)
 : 3	0.0	7	-0.1
- COc1cccc(OC)c1NC(=O)Cn1nc(-c2ccc3c(c2)OCCO3)ccc1=O
 : 5	0.2	25	-1.0
- O=C(OCC1OC(n2cc(F)c(=O)[nH]c2=O)C(OC(=O)c2ccccc2)C1OC(=O)c1ccccc1)c1ccccc1 (stereo not given)
 : 13	0.0	13	2.8
- O=C1CCCN1CCCNc1nc(NC2CCC(O)CC2)nc2nc[nH]c12 (stereo not given)
 : 1	-0.1	0	1.3
- CC(=O)c1c(C)[nH]c(C(=O)N2CCCc3ccccc32)c1C
 : -4	0.1	-3	0.2
- COc1ccccc1CC(=N)N1C[C@@H]2C(=O)CCC(c3ccccc3)(c3ccccc3)[C@@H]2C1
 : .	-0.1	21	-0.3

Random draw from the library; 3.4% or so of the library scored in one or more.
